Screens deposited in PubChem by Broad Institute.
Rtt109 HAT inh: blocks Candida albicans Rtt109/Vps75 acetyltransferase activity; Q5AAJ8; purified Rtt109/Vps75, ThioGlo CoA-SH fluorescence, 4 h; inhibition, % at 34.9 µM; 0.16% of 330,000 active; AID 540336;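 active means inhibition of at least 50% in every replicate; inconclusive means best replicate reaches 50% inhibition but some replicates fall short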
Target sequence (Q5AAJ8 whole entry, looked up): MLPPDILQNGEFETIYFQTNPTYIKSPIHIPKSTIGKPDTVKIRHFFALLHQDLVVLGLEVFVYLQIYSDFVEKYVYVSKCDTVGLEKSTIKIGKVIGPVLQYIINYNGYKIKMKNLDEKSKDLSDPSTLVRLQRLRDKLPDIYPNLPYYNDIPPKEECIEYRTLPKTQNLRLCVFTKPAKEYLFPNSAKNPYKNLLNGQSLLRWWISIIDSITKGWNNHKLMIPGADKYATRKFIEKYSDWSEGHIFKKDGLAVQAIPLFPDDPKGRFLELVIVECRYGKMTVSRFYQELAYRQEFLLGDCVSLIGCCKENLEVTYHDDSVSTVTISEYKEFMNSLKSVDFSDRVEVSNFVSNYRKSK
dFosB act: activators of mouse delta FosB homodimer | purified delta FosB, TAMRA-CDK5 oligo fluorescence polarization; percent of positive-control signal above neutral wells | activation, % at 25 µM | P13346 | 0.99% of 340,000 active;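 active means mean activation above about 17%, with every replicate also reaching it, limit read from the data, passing the limit was not always enough; inconclusive means only one of the two conditions met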;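 further: fluorescence polarization rise as delta FosB binds a TAMRA Cdk5 AP-1 oligo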
CAL PDZ FP-1: blocks peptide binding to the human CAL PDZ domain; Q9HD26; purified CAL PDZ, TMR-peptide fluorescence polarization, 1 h; inhibition, % at 24.9 µM; 0.92% of 300,000 active; AID 602252;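 active means mean inhibition of at least 30% with at least half of replicates also reaching 30%; inconclusive means no clear call, values can overlap the other calls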;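 further: 0% = DMSO neutral control and 100% = excess unlabeled competitor peptide PRC23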
PvdQ inh: blocks Pseudomonas aeruginosa PvdQ acylase activity | AID 488965 | inhibition, % at 10 µM | purified PvdQ acylase, fluorescence plate reader | 0.063% of 340,000 active; in the data active means inhibition above about 30%, passing the limit was not always enough; inconclusive means no clear call, values can overlap the other calls;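 further: 0% = vehicle neutral wells and 100% = reference inhibitor wells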
SR-BI DiI inh: blocks mouse SR-BI lipid uptake from DiI-HDL; Q61009; inhibition, % at 12.5 µM; 0.96% of 320,000 active; ldlA[mSR-BI] CHO cells, DiI-HDL uptake fluorescence, 3 h; AID 488896;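 active means mean replicate inhibition of at least 70% and a set share of replicates each scoring 70 or more; inconclusive means meets just one of the two criteria; inactive means fails both criteria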;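 further: 0% = median of neutral control wells and 100% = median of positive control wells; values of inactives mirror those of a sister screen read the other way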
Target sequence (Q61009 whole entry, looked up): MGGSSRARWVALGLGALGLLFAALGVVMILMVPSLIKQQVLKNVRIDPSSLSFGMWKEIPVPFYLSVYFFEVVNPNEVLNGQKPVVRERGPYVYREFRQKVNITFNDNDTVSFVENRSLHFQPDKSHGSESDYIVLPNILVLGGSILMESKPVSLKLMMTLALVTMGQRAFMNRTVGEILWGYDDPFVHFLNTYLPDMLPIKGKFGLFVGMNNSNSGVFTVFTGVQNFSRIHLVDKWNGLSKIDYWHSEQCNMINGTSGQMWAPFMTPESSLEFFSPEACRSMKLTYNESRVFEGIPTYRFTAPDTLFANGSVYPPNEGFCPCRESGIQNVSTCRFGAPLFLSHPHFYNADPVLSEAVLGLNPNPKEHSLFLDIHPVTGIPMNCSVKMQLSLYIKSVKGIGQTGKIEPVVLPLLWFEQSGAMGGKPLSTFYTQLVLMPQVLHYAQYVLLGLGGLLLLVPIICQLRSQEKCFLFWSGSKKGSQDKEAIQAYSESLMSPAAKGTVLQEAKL
MITF TRPM1 HTS: MITF TRPM1 promoter activation in melanoma cells. SK-MEL-5 TRPM1-promoter luciferase, 24 h; % of positive control, neutral wells = 0. activation, % at 12.5 µM. 0.75% of 300,000 active;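 active means mean activation of at least 80% with every replicate also reaching 80%; inconclusive means mean reaches 80% but some replicate falls short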;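 further: 0% = neutral control wells and 100% = parthenolide positive control wells; values of inactives mirror those of a sister screen read the other way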
SR-BI uptake up: SR-BI HDL lipid transfer activation; CHO ldlA[mSR-BI] cells, DiI-HDL uptake fluorescence, 3 h; 100 = double the neutral-control signal; activation, % at 12.5 µM; 0.096% of 320,000 active;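 active means mean replicate activation of at least 60% and every replicate at or above 60%; inconclusive means mean or all-replicate condition met, but not both; inactive means mean below 60% and not all replicates reaching 60%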;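 further: 0% = median plate neutral-control signal and 100% = twice that signal; values of inactives mirror those of a sister screen read the other way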
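material = CHO ldlA[mSR-BI] cells | medium = Ham's F12 with 0.5% BSA, HEPES 25 mM, pH 7.4 | reagent = fluorescent DiI-HDL, 10 µg/mL final | compound dosing = single-point compound dose | incubation = 3 h, 37 °C | measured by = bottom-read fluorescence, 550/595 nm | measure = HDL uptake via cellular fluorescence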
NSD2 HMT inh: NSD2 (human) methyltransferase inhibition | inhibition, % at 12.5 µM | NSD2 peptide methylation, AlphaScreen, 120 min | 0.54% of 310,000 active | AID 743445; in the data active means inhibition above about 50%
CAL PDZ FP-2: blocks peptide binding to human CAL PDZ domain. purified CAL PDZ, TMR-peptide fluorescence polarization, 1 h. inhibition, % at 20 µM. 0.02% of 330,000 active. AID 504414;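 active means highest replicate inhibition of at least 40%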;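 further: plate controls were DMSO neutral control wells for no effect and unlabeled competitor peptide control wells for full effect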
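material = purified tagged CAL PDZ domain construct (CerCALP) | buffer or medium = sodium phosphate/NaCl buffer pH 7.4 with TCEP, IgG, Thesit | reagent = TMR-labelled reporter peptide T*-PRC34 bound in PDZ groove | incubation = 1 h room-temperature incubation prior to read | measured by = fluorescence polarization (mP) | evaluation = percent inhibition from loss of millipolarization | control set = unlabelled peptide and DMSO controls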
PfHsp90 yeast 2: growth inhibition of yeast expressing Plasmodium Hsp90 | S. cerevisiae expressing PfHsp90, BacTiter-Glo ATP, 48 h; yeast lacking PDR1 and PDR3 efflux regulators | inhibition, % at 9.4 µM | 0.32% of 310,000 active | AID 504621;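 active means every replicate shows inhibition above about 80%, whatever the replicate mean, limit read from the data; inconclusive means mean inhibition reaches the set limit but some replicate falls short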;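 further: 0% = DMSO neutral controls and 100% = 20 µM radicicol positive controls; yeast relying on Plasmodium falciparum Hsp90 in place of its own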
Numbers without * were called inactive; ? = inconclusive; nt = not tested or not shown.

SMILES	Rtt109 HAT inh	dFosB act	CAL PDZ FP-1	PvdQ inh	SR-BI DiI inh	MITF TRPM1 HTS	SR-BI uptake up	NSD2 HMT inh	CAL PDZ FP-2	PfHsp90 yeast 2
O=C(Nc1ccc(S(=O)(=O)N2CCCCC2)cc1)c1cnccn1	-6	-3	-2	-12	-8	nt	8	2	-1.6	-12
COc1ccc(C2C(C#N)=C(N)N(N(C)C)C3=C2C(=O)CC(C)(C)C3)cc1 (stereo unspecified)	0	7	-1	-2	9	11	-9	-1	0.4	6
Cc1cccc(OCC(=O)N2CCN(C(=O)Cc3ccccc3)CC2)c1	-12	0	3	1	-9	11	9	0	0.3	22
O=C(Nc1ncc(Br)s1)C1CCCN1S(=O)(=O)c1cccc2cccnc12 (stereo unspecified)	-23	0	-5	-14	68	-18	-68	nt	0.5	-10
CCCCN1CC[C@H]2C=CC[C@@H](C(=O)Nc3ccc(Cl)cc3Cl)[C@H]2C1=O	-7	-2	1	-10	28	-10	-28	nt	-0.9	nt
CC(=O)CCc1ccc(OCC(O)CNCCOc2ccc(C)cc2)cc1 (stereo unspecified)	-6	-4	-2	-14	-1	-2	1	50	-2.0	-48
c1ccc2sc(NC3=NCN(Cc4ccc5c(c4)OCO5)CN3)nc2c1	-31	8	2	-15	-1	nt	1	0	-1.0	-29
Cc1ccc(N(CC(=O)NCc2ccc3c(c2)OCO3)C(=O)CCC(=O)Nc2ccccn2)cc1	12	-7	-2	13	nt	nt	nt	0	-1.1	-13
COc1cccc(-n2nnc3c(=O)n(CC(=O)NC4CCCC4)cnc32)c1	3	4	0	-17	-8	0	8	-6	0.6	7
CC(C)(C)n1nc2c(c1NC(=O)COc1ccc3ccccc3c1)CS(=O)(=O)C2	8	-8	-2	3	15	1	-15	1	-1.1	nt
CCN=c1scc(C)n1/N=C/c1ccsc1	0	0	-2	-9	2	?	-2	11	-1.7	-4
CCCCNc1ccc(C(F)(F)F)cc1S(=O)(=O)NCCc1ccc(F)cc1	2	-2	-7	-1	37	12	-37	nt	0.6	8
Cc1ccc2nc(-c3ccccn3)cc(C(=O)Nc3ccc4c(c3)OCO4)c2c1	-15	37*	3	-26	10	-5	-10	0	0.2	nt
COc1cc(Oc2ccccc2)nc(N)n1	-3	2	2	-24	-1	nt	1	-6	0.2	1
Cc1ccc(-c2nnc(N3CCN(CCO)CC3)c3ccccc23)cc1	4	-15	-1	-9	nt	6	nt	-1	-2.2	0
COc1ccccc1N1CCN(C(=O)/C=C/c2cccs2)CC1	12	-2	0	-15	-11	13	11	-1	-2.9	-3
CC1CCCCN1S(=O)(=O)c1ccc(C(=O)Nc2nnc(C3CC3)o2)cc1 (stereo unspecified)	0	-11	-5	-18	-4	11	4	1	-2.0	nt
O=C(C[n+]1cc2ccccc2c2ccccc21)c1ccccc1	1	-2	1	-9	-11	3	11	-3	-1.0	-2
S=C(Nc1cc(Cl)ccc1Cl)Nn1cnnc1	3	-3	nt	-11	-2	nt	2	-1	-0.3	-9
COc1ccc(-c2[nH]ncc2/C=N/NC(=O)c2cc(Br)ccc2O)c(OC)c1	6	-3	-2	-7	6	-3	-6	nt	-3.1	nt
C/C(=N\OC(=O)c1ccccc1)c1c(C)nc2cc(C)ccn12	4	3	nt	2	-21	10	21	1	0.2	10
O=C(C1CC(=O)N(c2ccc(F)cc2)C1)N1CCCCCC1 (stereo unspecified)	-4	7	-5	-6	nt	nt	nt	-1	-0.6	10
CCc1cccc2c(=O)c(C(=O)NCCN3CCOCC3)c[nH]c12	0	1	2	5	-9	-6	9	-3	-0.8	8
O=[N+]([O-])c1ccc(S(=O)(=O)Nc2nnc(C3CCCCC3)s2)cc1	3	8	-2	-16	7	6	-7	2	-1.4	-26
COc1cc2c(cc1NC(=O)CSc1nc3cc(Cl)ccc3s1)oc1ccccc12	1	2	-1	-10	66	-3	-66	1	-0.6	-13

The results go on:
SMILES	Rtt109 HAT inh	dFosB act	CAL PDZ FP-1	PvdQ inh	SR-BI DiI inh	MITF TRPM1 HTS	SR-BI uptake up	NSD2 HMT inh	CAL PDZ FP-2	PfHsp90 yeast 2
CCOC(=O)c1c(NC(=O)COC(=O)CCOc2cc(C)ccc2C)sc(C(=O)N(C)C)c1C	3	-18	-9	-12	16	-1	-16	-1	0.1	10
COc1ccc(C(=O)CC(Nc2ccc([N+](=O)[O-])cc2)c2ccc(Cl)cc2)cc1 (stereo unspecified)	5	-8	nt	9	6	14	-6	4	-1.8	-6
CC(C)(Cc1ccc(O)cc1)NC(=O)CC(=O)N=Nc1c(O)[nH]c2cc(Br)ccc12	8	-2	nt	1	28	2	-28	8	-0.8	6
COc1ccc(/C=C(\C#N)c2cc(OC)c(OC)cc2[N+](=O)[O-])cc1	19	-1	0	5	nt	-19	nt	-3	-2.5	-2
Cc1nn(-c2ccc(Br)cc2)c(=O)c2ccccc12	-17	-1	2	-3	25	22	-25	-3	-2.4	6
COC(=O)c1cc2c(s1)-c1ccccc1OC2	-10	2	-1	-1	-16	14	16	nt	-0.8	-1
Cc1cc(-c2n[nH]c(=S)n2-c2ccccc2C)cs1	-3	-10	62*	-9	-9	-9	9	0	-1.3	-10
CC(OC(=O)/C=C/c1ccco1)C(=O)NC1CCCCC1C (stereo unspecified)	-13	8	-2	-11	-23	-3	23	0	0.3	nt
CCC(CC)NC(=O)COC(=O)CCC(=O)c1cccs1	nt	-2	-3	-2	-4	13	4	-2	-2.1	1
CCC(C)OC(=O)n1ccc(C(=O)Nc2nccs2)n1 (stereo unspecified)	nt	3	0	2	1	31	-1	-1	-1.0	-26
CC(=O)N1c2ccc(S(=O)(=O)N(C)C3CCCCC3)cc2CC1C (stereo unspecified)	-6	0	-3	-20	14	12	-14	-3	-2.4	-13
CC(=O)c1ccc(N2CCN(C(=O)CCS(=O)(=O)c3ccc4c(c3)NC(=O)CS4)CC2)cc1	3	-11	-2	-4	17	-3	-17	nt	-0.1	3
CCn1c(SCC(=O)C(C)(C)C)nnc1-c1ccccn1	-1	-1	0	1	-6	54	6	-3	-0.2	-3
CC1CN(C2CCCCC2)C(=O)NC1=O (stereo unspecified)	-5	3	nt	-10	-27	9	27	0	-0.3	nt
CCOc1ccc(OCC(=O)OCC(=O)NCC2CCCO2)cc1 (stereo unspecified)	4	2	-4	-6	-10	-10	10	7	-0.3	nt
COc1ccc(S(=O)(=O)NCc2ccc(C(=O)O)cc2)cc1	-10	3	-7	-13	-22	-1	22	-5	0.0	-19
Cc1ccc(-n2c(=O)cc(N3CC(C)CC(C)C3)[nH]c2=O)cc1 (stereo unspecified)	-4	-1	nt	-12	-14	-3	14	1	-1.3	nt
COc1cccc(N(C(=O)c2snc(C(N)=O)c2N)C(C(=O)NCC2CCCO2)c2ccc(F)cc2)c1 (stereo unspecified)	-15	-15	-4	-7	nt	nt	nt	3	-3.2	9
Cc1cc(NC(=O)CSc2nc(C(C)(C)C)nc3ccccc23)no1	-4	0	0	-12	8	-8	-8	-2	-0.2	-12
C=C[C@@H]1c2cc(C)ccc2N(S(=O)(=O)c2ccc(C)cc2)[C@H](c2ccc(OC(C)=O)cc2)C1(C#N)C#N	-6	-6	-4	2	-5	-26	5	nt	-0.1	-21
OCCSc1nc(-c2cccnc2)nc2ccccc12	-9	-10	-1	1	12	6	-12	14	-2.2	-34
CC(C)(C)CC(=O)Nc1nnc(SCC(=O)N2CCCCC2)s1	1	-6	-3	-8	nt	13	nt	-2	-2.3	-49
N#C/C(C(=O)N1CCOCC1)=C1/SC(Cc2ccc(F)cc2)C(=O)N1c1ccccc1 (stereo unspecified)	-10	-2	-2	-17	1	-4	-1	0	-3.4	-20
CCCn1c(SCC(=O)Nc2ccccc2OC)nnc1-c1ccco1	1	-6	2	-10	13	-26	-13	-1	-2.2	13
COc1cc(/C=C2/C(=O)NN(c3cccc(Cl)c3)C2=O)cc(Br)c1O	8	-6	-5	5	-3	nt	3	14	-0.4	-8

Next entries follow:
SMILES	Rtt109 HAT inh	dFosB act	CAL PDZ FP-1	PvdQ inh	SR-BI DiI inh	MITF TRPM1 HTS	SR-BI uptake up	NSD2 HMT inh	CAL PDZ FP-2	PfHsp90 yeast 2
Cc1ccccc1OCCCn1c(=O)sc2ccccc21	-3	-6	-4	-17	32	72	-32	-7	nt	-26
O=C(NC1CCCCCC1)c1cc2n(n1)C(C(F)(F)F)CC(c1ccco1)N2 (stereo unspecified)	4	-10	-17	-10	51	-16	nt	1	-0.2	-10
O=c1sc(Nc2ccccc2)nc2ccsc12	18	-7	-3	-10	28	74	-28	-1	-5.0	16
CN=C1CC(C)(C)CC(=O)/C1=C(/O)CCC(=O)NC	-10	6	3	-14	-6	0	6	1	-2.0	16
COCC1=C(C(=O)OC)C(c2cccs2)n2ncnc2N1 (stereo unspecified)	-5	-4	-4	4	10	nt	-10	-1	0.5	6
CN(Cc1ccccc1)C(=O)c1nc2ccccn2c1CN1CCCC1c1nccs1 (stereo unspecified)	5	-16	-3	-4	-3	-12	3	-1	-1.4	-1
CCNC(=O)CN1C(=O)NC2(CCCCCC2)C1=O	12	-7	-3	0	nt	nt	nt	-3	-0.7	21
CSc1ccccc1NC(=O)c1cc2ncc(Br)cn2n1	6	-6	-7	-16	nt	73	nt	8	-0.3	-35
O=C(CCc1nnc(CCCCc2ccccc2)o1)N1CCC(N2CCCC2)CC1	10	0	-3	-10	24	-14	-24	2	-2.0	3
CCOC(=O)c1cc(CC)sc1N1C(=O)CC(Sc2ccccc2C(=O)O)C1=O (stereo unspecified)	-3	-11	nt	-7	-20	-8	20	0	-0.1	18
CN1CCN(c2ccc(NC(=O)COc3ccccc3)cc2Cl)CC1	1	-3	-9	-7	20	52	-20	6	-1.8	10
CC(=O)c1cccc(NC(=O)COC(=O)COc2ccc(Cl)cc2)c1	nt	-6	-2	-7	1	4	-1	-2	-2.9	-12
CC1(C)Cc2c(sc3nc4n(c(=N)c23)CCC4)CO1	1	-9	-1	-8	-20	-5	20	0	-5.2	14
Cc1cc(C)c2c(CC(=O)N3CCCC3)coc2c1	-1	-5	-1	-5	4	nt	-4	4	-1.0	-12
O=C(NCc1n[nH]c(=S)n1-c1ccc(Cl)c(Cl)c1)c1ccc(S(=O)(=O)N2CCCCC2)cc1	7	-7	nt	-5	nt	16	nt	-1	-1.3	-29
Cc1cccc(N2CCN(C(=O)C(NS(=O)(=O)c3cccs3)c3ccccc3)CC2)c1C (stereo unspecified)	-3	-2	0	6	11	4	-11	21	-1.2	-16
Cc1ccccc1S(=O)(=O)Cc1ccc(C(=O)NCCN2CCN(Cc3ccccc3)CC2)o1	-1	-4	0	-18	-19	-3	19	1	0.0	8
